SRC3 inh: inhibitors of human steroid receptor coactivator 3 (SRC3) | inhibition, % at 3.6 µM | HEK293 GAL4-SRC3 luciferase reporter, luminescence | AID 588352 | actives 0.17% (n = 360,000) | Q9Y6Q9;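 active = inhibition above a per-campaign cutoff, the mean of all compounds plus 3 SD, cut at about 60% in these data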;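 also: 0% = DMSO-treated cells and 100% = gossypol-treated cells at 36 µM; higher means less SRC3-driven luciferase light from the GAL4 reporter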
NOD2-RIPK2 inh: inhibitors of human NOD2-RIPK2 interaction; CHO BLA complementation NOD2-RIPK2, CCF4 ratio; inhibition, % at 4.98 µM; actives 0.38% (n = 360,000); in the data active = inhibition above about 21%;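 also: 0% = vehicle only and 100% = reference blocker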
LMP1 NFkB inh: reduces LMP1-driven NF-kappaB luciferase signal. LMP1-induced NF-kappaB luciferase reporter cells, luminescence. inhibition, % at 12.5 µM. actives 0.69% (n = 350,000). AID 504558; in the data active = inhibition above about 41%;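 also: 0% = neutral control wells and 100% = reference inhibitor control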
TROY signal inh: inhibitors of TROY-dependent NF-kB signaling; Q293 LMP1-TROYcd NF-kB luciferase reporter, 4 h; inhibition, % at 10 µM; actives 0.98% (n = 360,000); AID 1347056;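 active = compounds whose plate-normalised and pattern-corrected inhibition of the luciferase reporter signal at the single screening dose is 50% or more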
TLR9-MyD88 block: inhibitors of human TLR9-MyD88 binding; Q9NR96+Q99836; CHO BLA complementation TLR9-MyD88, CCF4 FRET ratio; inhibition, % at 4.98 µM; actives 0.21% (n = 340,000); AID 504734;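 active = inhibition above the mean over all tested compounds plus 3 SD, cut at about 21% in these data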;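 also: 0% = DMSO only wells and 100% = clavulanate BLA inhibitor control wells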
COUP-TFII inh: NR2F2 (human) inhibition, primary screen; HEK293T NGFI-A luciferase reporter, luminescence; inhibition, % at 8.6 µM; actives 0.7% (n = 370,000); AID 686940;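 active = inhibition above a per-plate cutoff, mean inhibition of test wells between control levels plus 3 SD, cut at about 38% in these data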;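 also: cells cotransfected with COUP-TFII expression vector driving the NGFI-A reporter; 0% = median of COUP-TF2 test wells and 100% = reporter-only cells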
Target sequence (P24468 whole entry, looked up): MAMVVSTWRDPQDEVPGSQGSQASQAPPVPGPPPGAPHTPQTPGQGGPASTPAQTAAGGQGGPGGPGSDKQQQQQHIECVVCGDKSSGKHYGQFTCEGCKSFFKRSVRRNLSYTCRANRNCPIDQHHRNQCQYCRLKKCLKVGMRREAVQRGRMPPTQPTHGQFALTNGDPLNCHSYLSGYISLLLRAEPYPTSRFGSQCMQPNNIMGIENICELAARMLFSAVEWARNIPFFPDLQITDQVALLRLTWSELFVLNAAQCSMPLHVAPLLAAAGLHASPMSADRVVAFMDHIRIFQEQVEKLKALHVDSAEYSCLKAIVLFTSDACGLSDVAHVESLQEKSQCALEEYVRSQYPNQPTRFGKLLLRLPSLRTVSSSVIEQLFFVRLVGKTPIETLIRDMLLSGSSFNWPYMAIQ
C8 TRAIL sens: sensitizes caspase-8 expressing cells to TRAIL; NB7+C8 cells + TRAIL, ATPlite viability luminescence; inhibition (viability loss, TRAIL sensitization), % at 10 µM; actives 1% (n = 360,000); AID 624354;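 active = compounds causing at least 50% loss of cell viability in the single-dose screen, relative to plate controls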
NR5A2 inv ag: NR5A2 inverse agonism in reporter assay; HEK293T StAR-luciferase reporter, LRH-1 transfected, 24 h; O00482; inhibition, % at 3.6 µM; actives 0.13% (n = 360,000); AID 602396;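 active = inhibition above the mean inhibition of all tested compounds plus 3 SD, cut at about 73% in these data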;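 also: 0% = DMSO wells and 100% = reporter-only cells lacking LRH-1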
Target sequence (O00482 whole entry, looked up): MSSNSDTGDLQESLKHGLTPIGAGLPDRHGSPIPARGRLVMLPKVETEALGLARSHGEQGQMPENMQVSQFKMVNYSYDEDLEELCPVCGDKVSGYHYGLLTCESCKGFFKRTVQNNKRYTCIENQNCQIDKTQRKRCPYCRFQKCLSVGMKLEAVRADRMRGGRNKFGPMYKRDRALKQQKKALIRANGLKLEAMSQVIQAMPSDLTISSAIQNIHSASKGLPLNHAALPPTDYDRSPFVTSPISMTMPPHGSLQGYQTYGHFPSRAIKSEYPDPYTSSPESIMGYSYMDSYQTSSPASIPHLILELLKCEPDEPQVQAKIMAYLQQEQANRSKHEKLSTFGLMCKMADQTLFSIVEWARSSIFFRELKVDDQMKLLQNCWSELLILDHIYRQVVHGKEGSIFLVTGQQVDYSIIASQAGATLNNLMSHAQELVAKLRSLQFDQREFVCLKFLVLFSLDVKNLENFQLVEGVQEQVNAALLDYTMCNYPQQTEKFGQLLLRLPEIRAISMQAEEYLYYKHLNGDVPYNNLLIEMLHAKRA
NCOA1 inh: inhibitors of human steroid receptor coactivator 1 (SRC1); Q15788; inhibition, % at 3.6 µM; actives 0.12% (n = 360,000); AID 588354; HEK293 GAL4-SRC1 luciferase reporter, luminescence;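 active = inhibition above the campaign mean plus 3 SD, with each screening campaign given its own cutoff, cut at about 60% in these data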;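 also: 0% = DMSO treated cells and 100% = gossypol at 36 µM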
SRC2 inh: human SRC2 (NCOA2) inhibition; Q15596; inhibition, % at 9 µM; AID 651957; HEK293 GAL4-SRC2 luciferase reporter, luminescence; actives 0.17% (n = 370,000);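 active = inhibition above the mean inhibition of all tested compounds plus 3 SD, set per campaign, cut at about 52% in these data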;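 also: 0% = DMSO treated cells and 100% = cells given Gossypol at 36 µM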
TWEAK Fn14 block: blocks TWEAK-Fn14 interaction in a reporter cell assay; AID 1159606; TWEAK-stimulated Fn14 reporter cells, luciferase luminescence, 8 h; actives 2% (n = 360,000); inhibition, % at 10 µM; in the data active = inhibition above about 50%
* = called active by the depositor; . = no result given. Some of the compounds tested (hit frequency here may not be typical).

1. CCC1(OC(=O)CN(C)C)C(=O)OCc2c1cc1n(c2=O)Cc2cc3c(N)cccc3nc2-1 (stereo unspecified)
2. O=C(NCCCn1ccnc1)C(=O)NCC1OCCN1S(=O)(=O)c1ccc(F)cc1 (stereo unspecified)
3. O=C(COc1ccc(Cl)cc1)Nc1ccc(C(=O)NCc2cccnc2)cc1
4. CC(=O)Nc1cccc(N/C=C(\C=O)c2nc3ccccc3o2)c1
5. Cc1ccccc1N1CCN(C2CCCN(C(=O)c3noc4c3CCCC4)C2)CC1 (stereo unspecified)
6. Brc1ccc(Cn2c(-c3cncs3)nc3ccccc32)cc1
7. COc1ccc(NC(=O)C(c2ccc(C)cc2)N(C)C(=O)Cc2cccs2)cc1 (stereo unspecified)
8. Cc1nn(-c2ccccc2)c(C)c1/C=C/C(=O)OCC(=O)NC1CCS(=O)(=O)C1 (stereo unspecified)
9. COc1ccc(C2NC(=S)NC(C)=C2C(=O)c2ccccc2)cc1OC (stereo unspecified)
10. O=C(O)c1cccc(NC(=O)c2cn(-c3ccccc3)nc2-c2ccc([N+](=O)[O-])cc2)c1
assay / compound,1,2,3,4,5,6,7,8,9,10
SRC3 inh,69*,-7,34,-33,-11,-23,-4,8,-5,9
NOD2-RIPK2 inh,4,-4,-3,1,-7,4,-4,-2,-1,6
LMP1 NFkB inh,76*,-2,-2,-33,5,-9,-8,-11,-6,1
TROY signal inh,-9,0,15,-57,13,-50,1,-28,1,-36
TLR9-MyD88 block,5,1,0,-1,-5,1,-7,3,-3,-1
COUP-TFII inh,.,2,.,-6,24,-37,3,-19,18,8
C8 TRAIL sens,26,-15,-8,6,0,-32,32,-24,-4,21
NR5A2 inv ag,85*,3,36,-59,-10,-60,-25,-45,-2,-1
NCOA1 inh,48,-5,4,-62,-2,-29,-23,-9,3,9
SRC2 inh,.,-5,.,-22,9,-11,-22,-27,2,2
TWEAK Fn14 block,-31,-1,5,-9,3,-11,13,11,0,4

Single values from the results shown.
Value for cpd 7 in NCOA1 inh: -23
Value for cpd 8 in TROY signal inh: -28
Value for cpd 2 in TROY signal inh: 0
Value for cpd 3 in TLR9-MyD88 block: 0

Nos. 9 to 10 from above:
9. COc1ccc(C2NC(=S)NC(C)=C2C(=O)c2ccccc2)cc1OC (stereo unspecified)
10. O=C(O)c1cccc(NC(=O)c2cn(-c3ccccc3)nc2-c2ccc([N+](=O)[O-])cc2)c1
assay / compound,9,10
SRC3 inh,-5,9
NOD2-RIPK2 inh,-1,6
LMP1 NFkB inh,-6,1
TROY signal inh,1,-36
TLR9-MyD88 block,-3,-1
COUP-TFII inh,18,8
C8 TRAIL sens,-4,21
NR5A2 inv ag,-2,-1
NCOA1 inh,3,9
SRC2 inh,2,2
TWEAK Fn14 block,0,4

Remaining list, next part:
11. Cc1cc(Cl)ccc1NC(=S)NC1CCCC1
12. CCNC(=O)C1CCCN(C(=O)c2cc(F)cc(F)c2)CC1 (stereo unspecified)
13. CCCCNC(=O)C1(C)CCCCN1C(=O)c1csnn1 (stereo unspecified)
14. CC1(C(=O)Nc2ccc(F)cc2F)CCN1C(=O)CCC1CCCC1 (stereo unspecified)
15. O=C(CN1C(=O)CSC1=O)Nc1ccc2c(c1)OCCO2
16. CC(=O)N/C(=C/c1ccc2c(c1)OCO2)C(=O)NCc1ccccc1
17. CCC(C(=O)N1CCN(C(=O)c2ccco2)CC1)c1ccccc1 (stereo unspecified)
18. CC(C)(C)OC(=O)NC(CNCc1ccccc1)Cc1ccccc1 (stereo unspecified)
19. CCCCCCCCCc1nc(N)n[nH]1
20. CC(C)(C)OC(=O)N[C@H](C(=O)OC(C)(C)C)c1ccc(C(F)(F)F)cc1
assay / compound,11,12,13,14,15,16,17,18,19,20
SRC3 inh,-5,-20,-7,-2,3,13,-11,22,-1,19
NOD2-RIPK2 inh,4,-11,-3,-4,-5,0,7,-8,-10,-5
LMP1 NFkB inh,0,.,.,.,1,-4,-7,14,4,7
TROY signal inh,-4,1,-6,7,-21,-4,3,-3,-2,3
TLR9-MyD88 block,-11,.,.,.,1,4,5,-2,-6,0
COUP-TFII inh,18,-9,-2,27,5,0,3,9,-10,-2
C8 TRAIL sens,-27,6,-11,0,-8,-7,0,9,5,8
NR5A2 inv ag,-26,2,0,8,7,5,6,4,-18,-3
NCOA1 inh,-1,-4,15,6,-6,7,-7,-8,-5,-4
SRC2 inh,-18,-8,-7,8,-36,-17,-19,4,11,4
TWEAK Fn14 block,5,-33,-3,-6,7,-15,2,0,-2,-6

21. CCOC(=O)c1ccoc1CSCc1ccc(C(=O)OC)o1
22. S=C(NCCc1ccccc1)N1CCN(Cc2ccc(Cl)c(Cl)c2)CC1
23. Cc1nn(-c2ccc(Cl)cc2Cl)c(=O)c2ccccc12
24. CC(Oc1cc2oc(=O)c3c(c2cc1Cl)CCC3)C(=O)NCCCN1CCOCC1 (stereo unspecified)
25. CCOc1cc2[nH]c(=S)n(Cc3ccc(C(=O)NCCCN(CC)CC)cc3)c(=O)c2cc1OCC
26. CCOC(=O)C1CCCN(C(=O)c2cc(-c3ccc(C)cc3)nc3ccccc23)C1 (stereo unspecified)
27. O=C(CCN1C(=O)c2ccccc2C1=O)Nc1cc(F)ccc1F
28. Cc1ccc(NC(=O)CN2CCOCC2)cc1S(=O)(=O)N1CCCCC1
29. O=C(COc1cccc(C(F)(F)F)c1)NCC(c1ccco1)N1CCCCC1 (stereo unspecified)
30. Cc1ccc(NC(=O)CC2NCCNC2=O)cc1 (stereo unspecified)
assay / compound,21,22,23,24,25,26,27,28,29,30
SRC3 inh,-1,1,17,-4,4,-7,3,8,7,-4
NOD2-RIPK2 inh,-2,5,3,-2,-11,-9,0,-6,-7,-4
LMP1 NFkB inh,4,4,7,-4,-1,9,6,1,0,-9
TROY signal inh,2,-5,-6,12,11,-10,-14,3,-29,-27
TLR9-MyD88 block,0,-12,5,-6,10,-6,7,7,1,0
COUP-TFII inh,9,15,-7,-5,-2,-13,22,18,-18,6
C8 TRAIL sens,-13,-5,6,5,10,36,-11,-4,-9,-1
NR5A2 inv ag,-32,2,22,-3,11,-32,-8,3,-21,-15
NCOA1 inh,-10,-8,-65,-19,3,0,-17,5,-5,-18
SRC2 inh,-33,-4,16,-5,-21,7,-7,17,15,12
TWEAK Fn14 block,0,11,-6,-23,-30,37,3,-18,-4,3

31. CC(C)(C)NC(=O)C(c1ccco1)N(C(=O)c1csnn1)c1ccccc1 (stereo unspecified)
32. COc1ccc(/C=C2/S/C(=N/N=C3\CC4CCC3(C)C4(C)C)NC2=O)cc1 (stereo unspecified)
33. COc1ccccc1NC(=O)CSc1nnc(-c2ccccn2)n1Cc1ccco1
34. COC(=O)c1nn(-c2ccc(OC)cc2)c(=O)cc1O
35. CCCC(C(=O)O)N1C(=O)/C(=C2\C(=O)N(C)c3ccccc32)SC1=S (stereo unspecified)
36. Cc1ccccc1CN(C)CCc1ccccn1
37. CC(C)(C)c1nnc(NC(=O)CCS(=O)(=O)c2ccccc2)s1
38. CSc1nnc(-c2cc(C)on2)n1-c1ccccc1
39. CN(C)c1cccc(Oc2nc3c(c(=O)n(C)c(=O)n3C)n2C)c1
40. CC(Sc1nnc(-c2ccc(O)cc2)o1)C(=O)Nc1cccc2ccccc12 (stereo unspecified)
assay / compound,31,32,33,34,35,36,37,38,39,40
SRC3 inh,18,7,12,-1,-4,16,4,4,-27,-13
NOD2-RIPK2 inh,-1,-4,-9,1,-1,7,-4,-2,5,-5
LMP1 NFkB inh,2,-5,-1,-3,10,2,14,-7,-4,8
TROY signal inh,-21,-32,9,-5,12,14,-9,9,34,-1
TLR9-MyD88 block,-2,5,4,6,4,0,8,5,-2,-1
COUP-TFII inh,23,-4,0,-19,2,2,2,10,13,-7
C8 TRAIL sens,-63,0,-3,-4,9,-3,-15,-23,2,-8
NR5A2 inv ag,-16,8,0,2,6,-1,1,-8,2,-33
NCOA1 inh,-10,4,-19,-4,3,-4,7,-12,14,-5
SRC2 inh,-7,-19,6,16,-32,8,-7,-10,-3,0
TWEAK Fn14 block,3,-10,-18,-1,4,3,-2,1,15,-13

41. CCOc1cccc2cc(-c3cn4cc(C)ccc4n3)c(=O)oc12
42. CCOC(=O)c1c(-c2ccc(-c3ccccc3)cc2)csc1NC(=O)CNCCN(C)C
43. CN(C)CCNC(=O)c1c(CSc2ccccc2)noc1C(=O)NCc1ccccc1
44. Cc1cc(C(C)(C)C)oc1C(=O)N(CC(=O)NC1CCCC1)Cc1ccc(F)cc1
45. CCOC(=O)C1CCN(C(=O)c2cc(COc3ccc(F)cc3F)on2)CC1
46. CCC1CCCCN1C(=O)c1ccc(OC2CCN(C(=O)C3CC3)CC2)cc1 (stereo unspecified)
assay / compound,41,42,43,44,45,46
SRC3 inh,-85,-15,14,26,-40,14
NOD2-RIPK2 inh,7,11,-4,4,-9,-4
LMP1 NFkB inh,-17,-13,7,12,-29,-9
TROY signal inh,6,-20,-3,-8,-37,6
TLR9-MyD88 block,-3,4,-4,13,0,7
COUP-TFII inh,-28,-18,-13,-7,-23,-13
C8 TRAIL sens,66*,16,8,12,-10,1
NR5A2 inv ag,-38,1,5,23,-91,-9
NCOA1 inh,-117,12,-6,-9,-115,10
SRC2 inh,-54,4,5,-16,-52,-9
TWEAK Fn14 block,-14,-73,-1,8,-12,5

Full records, looked up by structure. Order of screens: SRC3 inh	NOD2-RIPK2 inh	LMP1 NFkB inh	TROY signal inh	TLR9-MyD88 block	COUP-TFII inh	C8 TRAIL sens	NR5A2 inv ag	NCOA1 inh	SRC2 inh	TWEAK Fn14 block
Entry for O=C(NCCCn1ccnc1)C(=O)NCC1OCCN1S(=O)(=O)c1ccc(F)cc1 (stereo unspecified) → -7	-4	-2	0	1	2	-15	3	-5	-5	-1
Entry for CC(=O)N/C(=C/c1ccc2c(c1)OCO2)C(=O)NCc1ccccc1 → 13	0	-4	-4	4	0	-7	5	7	-17	-15
Entry for CCOC(=O)c1c(-c2ccc(-c3ccccc3)cc2)csc1NC(=O)CNCCN(C)C → -15	11	-13	-20	4	-18	16	1	12	4	-73
Entry for CC(C)(C)c1nnc(NC(=O)CCS(=O)(=O)c2ccccc2)s1 → 4	-4	14	-9	8	2	-15	1	7	-7	-2

High-throughput results: PubChem BioAssay, several laboratories
